HepG2 viability = kills HepG2 cells in TGF-b inhibitor counter-screen | HepG2 CAGA-GFP viability, ATP luminescence, 18 h | Potency, µM (series often up to 46.1 µM), for the others: top-dose activity change, negative = cytotoxicity, hits mostly cytotoxic | actives 0.76% (n = 410,000) | AID 588856; also: some results filed as inactive show a strong effect at the top dose
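CellTiter-Glo luminescence gave cytotoxicity after 18 hours at 37 degrees C. The cells were HepG2 CAGA-GFP in 1% FBS DMEM, stimulated with 500 pg/mL TGF-beta after compound addition. %Activity was normalised to no-cell wells (complete cell-killing) and DMSO (no toxicity), and curves were fitted and classified.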
EPAC2 antag = blocks human EPAC2 exchange factor | actives 0.18% (n = 360,000) | EPAC2 GEF exchange of Rap1B-BODIPY-GDP, fluorescence | Q8WZA2 | Potency, µM (doses to about 114 µM), for the others: at the highest dose activity, negative = inhibition, actives largely listed as inhibitors; also: % is scaled to controls: 0 for no effect and ±100 for the full control effect; nearly all actives have a fitted effect of over 45% in size; many of its hits are not listed in these tables
Target sequence (Q8WZA2 whole entry, looked up): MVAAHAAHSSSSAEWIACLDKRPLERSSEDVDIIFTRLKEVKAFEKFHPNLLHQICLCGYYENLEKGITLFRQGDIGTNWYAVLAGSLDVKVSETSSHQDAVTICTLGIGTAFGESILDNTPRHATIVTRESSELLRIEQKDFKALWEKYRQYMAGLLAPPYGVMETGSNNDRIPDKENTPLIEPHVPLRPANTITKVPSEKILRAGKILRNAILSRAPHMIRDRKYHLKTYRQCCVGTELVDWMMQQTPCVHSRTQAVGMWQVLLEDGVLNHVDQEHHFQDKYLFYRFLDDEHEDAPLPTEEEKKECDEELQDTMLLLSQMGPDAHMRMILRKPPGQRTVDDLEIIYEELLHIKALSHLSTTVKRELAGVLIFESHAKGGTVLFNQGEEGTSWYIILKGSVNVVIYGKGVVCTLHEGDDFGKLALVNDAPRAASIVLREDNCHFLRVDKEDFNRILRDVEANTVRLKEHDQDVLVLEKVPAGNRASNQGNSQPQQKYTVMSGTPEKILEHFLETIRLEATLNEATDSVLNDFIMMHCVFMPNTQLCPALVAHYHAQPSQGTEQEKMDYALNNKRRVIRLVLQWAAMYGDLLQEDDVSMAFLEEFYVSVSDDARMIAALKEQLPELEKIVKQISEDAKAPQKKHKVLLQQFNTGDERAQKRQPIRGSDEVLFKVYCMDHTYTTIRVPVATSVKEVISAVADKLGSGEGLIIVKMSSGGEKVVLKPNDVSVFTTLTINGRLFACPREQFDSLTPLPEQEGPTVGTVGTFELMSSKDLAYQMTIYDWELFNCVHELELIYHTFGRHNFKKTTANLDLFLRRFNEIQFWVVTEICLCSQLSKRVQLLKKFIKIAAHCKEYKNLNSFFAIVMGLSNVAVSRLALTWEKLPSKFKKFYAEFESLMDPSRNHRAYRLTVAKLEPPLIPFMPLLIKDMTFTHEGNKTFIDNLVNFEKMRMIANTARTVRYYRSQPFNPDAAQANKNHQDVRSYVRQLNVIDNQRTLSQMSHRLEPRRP
Nrf2 activator = activators of Nrf2 (ARE) signaling | AREc32 ARE-luciferase reporter (MCF7-derived line), luminescence, 24 h | Potency, µM (top dose mostly 46.1 µM), without a hit: at the highest dose activation, actives largely listed as activators | actives 0.31% (n = 410,000) | AID 624171; also: % of control where 0% means no effect; nearly all actives have a fitted effect of over 65% in size
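Nrf2 activation is followed as ARE-luciferase induction in the AREc32 line after one day of compound treatment; luminescence is read with Steady-Glo.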
A549 tox = A549 cytotoxicity, counter-screen for Nrf2 inhibitors. A549 ARE-Fluc cells, CellTiter-Fluor viability, 18-24 h. Potency, µM (highest dose often 46 µM), inactives show at the top dose activity change, negative = cytotoxicity, most hits filed as inhibitors. actives 0.16% (n = 390,000). AID 504648; also: % is scaled to controls: 0 for no effect and ±100 for the full control effect
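Cytotoxicity counterscreen: CellTiter-Fluor fluorescence was measured in A549 ARE_Fluc cells after 18-24 h of compound exposure in a concentration series. The subsequent BugLite luminescent read reports ARE-luciferase activity.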
TGFb SMAD3 inh = inhibitors of TGF-b signaling | Potency, µM (highest dose often 46.1 µM), for inactives: top-dose activity, negative = inhibition, most hits filed as inhibitors | AID 588855 | HepG2 CAGA-GFP TGF-b/SMAD3 reporter, GFP fluorescence, 18 h; TGF-beta stimulated, 500 pg/mL final | actives 1.2% (n = 410,000); also: % is scaled to controls: 0 for no effect and ±100 for the full control effect; nearly all actives have a fitted effect of over 65% in size
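HEPG2 CAGA-GFP, 1000 cells/well; 2 h settle, 37 C; cpd via pin tool; TGF-b 500 pg/mL final; 18 h, 37 C; GFP imaging ex488/em500-530; %Activity normalised to -TGF-b and +DMSO controls; CRC fit, curve class.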
ATXN2 expr inh = ATXN2 expression inhibition. HEK-293 ATXN2-luciferase reporter, luminescence, 24 h. Potency, µM (highest dose often 57 µM), for the others: top-dose activity change, negative = inhibition, usual class: inhibitors. actives 0.72% (n = 360,000). AID 1745845; also: % is scaled to controls: 0 for no effect and ±100 for the full control effect; nearly all actives have a fitted effect of over 55% in size
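qHTS (up to 57 uM final) was run with 24 h compound exposure of reporter cells at 37 °C. Each well was multiplexed: SteadyGlo luminescence measured ATXN2-luciferase expression after a fluorogenic Gly-Phe-AFC viability readout (25 uM final).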
Nrf2 block = inhibitors of Nrf2 signaling; A549 ARE-Fluc reporter, luciferase luminescence, 18-24 h; Potency, µM (highest dose often 46 µM), for the others: at the highest dose activity change, negative = inhibition, hits mostly inhibitors; actives 2.1% (n = 360,000); also: % is scaled to controls: 0 for no effect and ±100 for the full control effect; nearly all actives have a fitted effect of over 60% in size
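Two sequential reads on A549 ARE_Fluc cells exposed to compound for 18-24 h: a CellTiter-Fluor fluorescence read for viability, then a luciferase luminescence read for Nrf2/ARE activity.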
MCF10A rereplic = inducers of DNA re-replication in MCF 10A breast cells. Potency, µM (titrated, usually from 46.1 µM), inactives show top-dose activity, positive = re-replication, hits mostly activators. MCF 10A DNA re-replication, Hoechst nuclear intensity, 48 h. actives 2.9% (n = 350,000); also: % of control where 0% means no effect; nearly all actives have a fitted effect of over 50% in size
ATXN viability = cell viability loss in ATXN counter-screen; S2 cells (HEK-293 line with an ATXN2-luciferase reporter) viability, CellTiter-Fluor protease fluorescence, 24 h; Potency, µM (top dose mostly 56.7 µM), usual class: cytotoxic; actives 0.49% (n = 400,000); AID 651635; also: nearly all actives have a fitted effect of over 40% in size
* hit, by the source's call; i = inactive; u = inconclusive; x = no result given; & = joins results of further samples; [ ] = remark or other dose. Calls follow the shape of the dose curve; as a rule, active = well fitted curve in the direction sought with a large enough effect; inconclusive = small, poorly fitted or top-dose-only effect, or another doubt; inactive = no such curve, though single readings can be large; an effect the other way counts as inactive or inconclusive. Potency is read from the fitted curve at half-maximal effect. A portion of the library; the hit share may differ from the screen's.

SMILES	HepG2 viability	EPAC2 antag	Nrf2 activator	A549 tox	TGFb SMAD3 inh	ATXN2 expr inh	Nrf2 block	MCF10A rereplic	ATXN viability
Nc1sc2c(c1C(=O)NC1CCS(=O)(=O)C1)CCCC2 (stereo not drawn)	-2%	2%	-0.3%	-1%	11%	-3%	16%	-7%	i
CC(C)N(Cc1nc(-c2ccccc2)no1)S(=O)(=O)c1ccccc1	-23%	-11%	1.8%	15%	-6%	-17%	-14%	4%	i
CCC(C(=O)NNC(=O)c1cnccn1)c1ccccc1 (stereo not drawn)	-36%	12%	0.0%	3%	-21%	-21%	-13%	15%	i
O=c1cc(Nc2ccc3c(c2)OCCO3)[nH]c(=O)n1-c1ccc(Cl)cc1	-1%	3%	-0.7%	11%	4%	-15%	1%	6%	i
C=CCc1c(C)nc(C)nc1N/N=C/c1ccc([N+](=O)[O-])cc1	-8%	6%	0.6%	-2%	-2%	-9%	x	-2%	i
COc1ccc(NC(=O)Cn2c(=O)n(Cc3nc(-c4ccccc4)no3)c(=O)c3cc4c(cc32)OCO4)c(OC)c1	7%	x	0.4%	-1%	-6%	3%	-7%	x	i
CC(=O)c1ccc(N(CC(=O)NC2CCCC2)C(=O)c2csnn2)cc1	-28%	3%	-0.1%	1%	-3%	10%	6%	-15%	i
CCCN1CC=C2C(C#N)=C(N)C(C#N)(C#N)C(c3cc(OC)ccc3OC)C2C1 (stereo not drawn)	-12%	40µM*	1.4%	u	-3%	-2%	-23%	u	i
CCOc1ccc(NC(=O)Nc2c(C)n(C)n(-c3ccccc3)c2=O)cc1	1%&-5%	4%	2.9%&-1.3%	0%&3%	6%&-22%	7%&-5%	1%&8%	1%	i
Cc1cccc(/C=N/n2c(C)nc3ccccc3c2=O)c1	1%	0%	18%	1%	-9%	x	9%	1%	i
O=C(NNC(=S)NC(=O)c1ccccc1)c1cccnc1	-13%	0%	5.1%	4%	-10%	x	-30%	1%	i
Cc1cc(=O)[nH]c(SCC(=O)NC(c2ccccc2)c2ccccc2)n1	2%	-16%	-0.4%	6%	0%	-19%	-20%	-3%	i
O=C(Nc1cccc2ncccc12)c1ccc(F)cc1	1%	-3%	4.0%	0%	u	13%	6%	-5%	i
CCNc1nc(NCC)nc(C(=O)Nc2ccccc2)n1	9%	14%	-0.5%	-5%	u	4%	-19%	-3%	i
C/C=C(\C)CN1CCN(c2cccc(C)c2C)CC1	-26%	-7%	-1.4%	1%	2%	-8%	-18%	3%	i
CCN(c1ccc(OC)cc1)S(=O)(=O)c1ccc2c(c1)CC(C)N2C(=O)C1CC1 (stereo not drawn)	-1%	-10%	0.2%	1%	-16%	-2%	-20%	1%	i
Cn1cc(C(c2ccccn2)c2cn(C)c3ccccc23)c2ccccc21	-3%	-1%	2.5%	-13%	u	-10%	u	u	i
COC(=O)c1ccc2c(c1)N(Cc1cc(C)ccc1C)C(=O)c1ccccc1S2(=O)=O	-14%	x	-0.6%	0%	u	x	x	x	x
COc1ccc(N2CCN(C(c3ccccc3)c3nnnn3C(C)(C)C)CC2)cc1 (stereo not drawn)	x	-3%	0.3%	x	x	4%	x	x	i
CN(CC(=O)Nc1ncn[nH]1)S(=O)(=O)c1cc(Cl)ccc1Cl	-3%	5%	-0.1%	-8%	-2%	4%	0%	4%	i
CN1CCc2c(OCC(=O)NC3CCCCC3)cccc2C1=O	-18%	3%	0.3%	-4%	-22%	6%	-9%	-2%	i
Cc1cc(=O)n2c(nc3ccccc32)s1	-21%	1%	19%	x	-9%	x	x	x	i
O=C(CSc1n[nH]c(-c2ccco2)n1)Nc1sc2c(c1C(=O)Nc1ccccc1)CCCC2	-40%	-1%	0.2%	-14%	-14%	-11%	u	18%	i
CCCCCN(C(=O)NC(=O)Nc1cccc(C)c1C)S(C)(=O)=O	-6%	-4%	-0.5%	3%	2%	-21%	-1%	13%	i
O=C1Nc2cc(Cl)ccc2Nc2cscc21	1%	u	-0.4%	-3%	-29%	-4%	u	6%	i
CCC(C)N(C(=O)Cn1nnc2ccccc21)C(C(=O)NCc1ccco1)c1cccc(OC)c1 (stereo not drawn)	18%	-7%	1.7%	5%	24%	-12%	x	0%	i
CC(=O)Nc1ccc(C(=O)OCC(=O)Nc2ccc([N+](=O)[O-])cc2C(F)(F)F)cc1	1%	1%	-0.3%	2%	12%	8%	2%	5%	i
CCOc1ccc(N2C(=O)Nc3ccc(Br)cc3C2(O)C(=O)NCCN(C)C)cc1 (stereo not drawn)	-17%	3%	-0.7%	-5%	2%	-10%	2%	-1%	i
Cc1cc(OCc2cc(C(=O)N3CCN(CC4CC4)CC3)no2)cc(C)c1Cl	-7%	-6%	0.9%	0%	-22%	8%	10%	16%	i
CNC(=O)c1[nH]cnc1C(=O)Nc1ccc(Cl)cc1	-21%	10%	29%	3%	-1%	9%	-6%	-50%[inhibitor]	i
CCn1c(SCC(=O)N2CCCCC2)nc2c(c1=O)SC(C)C2 (stereo not drawn)	-13%	5%	1.9%	u	-17%	0%	u	2%	i
CN(C)CCCNC(=O)C[C@H]1C[C@H](C(=O)N2CCCCC2)[C@@]2(CCc3ccccc3)c3[nH]c4cc(-c5ccco5)ccc4c3CCN2C1=O	14µM*	14%	-3.0%	-8%	u	u	1%	u	28µM*
Cc1ccc(C(=O)Nc2ccccc2C(=O)N2CC(C)OC(C)C2)cc1 (stereo not drawn)	2%	2%	0.5%	x	2%	x	x	x	i
CCn1cc(C(=O)Nn2cnnc2)c(=O)c2ccc(C)nc21	18%	10%	0.2%	0%	14%	5%	-7%	5%	i
COc1cc(Cl)c(C)cc1NC(=O)CSc1nc2c(c(=O)[nH]1)CCC2	1%	x	3.5%	2%	-8%	10%	u	x	i
COc1cccc(C(=O)COc2ccc3c(C)c(Cc4ccccc4)c(=O)oc3c2)c1	12%	-3%	2.9%	-7%	17%	-10%	-21%	1%	i

Whole records as entered above. Values in the order: HepG2 viability, EPAC2 antag, Nrf2 activator, A549 tox, TGFb SMAD3 inh, ATXN2 expr inh, Nrf2 block, MCF10A rereplic, ATXN viability
Entry for `CCC(C)N(C(=O)Cn1nnc2ccccc21)C(C(=O)NCc1ccco1)c1cccc(OC)c1` (stereo not drawn) → 18%, -7%, 1.7%, 5%, 24%, -12%, x, 0%, i
Entry for `CNC(=O)c1[nH]cnc1C(=O)Nc1ccc(Cl)cc1` → -21%, 10%, 29%, 3%, -1%, 9%, -6%, -50%[inhibitor], i

Back to the main list; the 2 compounds before the break are reprinted first.
SMILES	HepG2 viability	EPAC2 antag	Nrf2 activator	A549 tox	TGFb SMAD3 inh	ATXN2 expr inh	Nrf2 block	MCF10A rereplic	ATXN viability
COc1cc(Cl)c(C)cc1NC(=O)CSc1nc2c(c(=O)[nH]1)CCC2	1%	x	3.5%	2%	-8%	10%	u	x	i
COc1cccc(C(=O)COc2ccc3c(C)c(Cc4ccccc4)c(=O)oc3c2)c1	12%	-3%	2.9%	-7%	17%	-10%	-21%	1%	i
CCOC(=O)C(CC)Sc1ncnc2c1c(-c1ccccc1)cn2-c1ccc(OC)cc1 (stereo not drawn)	5%	x	0.7%	11%	40%[activator]	0%	-3%[9.27 µM]	x	i
Cc1noc(C)c1CSc1nnnn1-c1ccc(Cl)cc1	-39%	3%	4.4%	2%	-18%	-17%	-16%	20%	i
NC(=O)N/N=C/c1cc(Br)ccc1OCC(=O)NCc1ccccc1	-38%	-1%	3.9%	11%	-22%	3%	-4%	-3%	i
O=C(Cn1c(=O)n(-c2ccccc2Cl)c(=O)c2sc3ccccc3c21)NC1CCCCC1	5%	x	-0.7%	-15%	5%	9%	4%	x	u
C=CC[n+]1c(-c2ccc(C)cc2)csc1Nc1ccc(NC(C)=O)cc1	-9%	2%	2.3%	-13%	-23%	x	6.5µM*	u	u
COc1ccc(-n2nc(C(=O)NCCCN3CCCC3=O)c3c4ccccc4n(C)c3c2=O)cc1Cl	-7%	-8%	0.9%	-5%	1%	x	u	u	i
OCCC#Cc1ccc(CN2CCN(CCc3ccccc3)C(CCO)C2)cc1 (stereo not drawn)	-12%	9%	-0.4%	-3%	4%	-7%	6%	2%	i
Cc1nc(SCc2nc3ccccc3[nH]2)c2oc3ccc(Br)cc3c2n1	-6%	2%	28%	-8%	-11%	-5%	-29%	-13%	i
Cc1cc(Br)cn2ccnc12	-3%	-2%	-0.3%	-6%	11%	-4%	18%	6%	i
O=C(Nc1ccccc1)C1Cc2c(-c3ccccc3Oc3ccccc3)ccnc2O1 (stereo not drawn)	-2%	2%	0.4%[9.22 µM]	x	12%	u	x	x	u
Cc1ccc(CN2C(=O)CCC2C(=O)NCCCN2CCOCC2)cc1 (stereo not drawn)	-54%	-3%	0.0%	1%	22%	-9%	22%	-4%	i
Oc1c(C(Nc2ccccn2)c2ccccc2F)ccc2cccnc12 (stereo not drawn)	-1%	x	5.2%	-12%	1.4µM*	x	u	x	x
Cc1ccc2[nH]c(C(=O)N3CCOCC3)cc2c1	-1%	-8%	2.5%	u	20%	22%	0%	u	i
CC(C)(C)[C@H]1C=C(C(=O)NC2CC2)O[C@@H](OCc2ccc(CO)cc2)C1	1%	11%	5.0%	-5%	-4%	-8%	3%	-17%	i
CC(=O)C12CCCCC1CC1[C@@H]3CC(C)C4=CC(=O)CC[C@]4(C)C3CC[C@@]12C (stereo partly drawn)	-15%	-1%	-0.4%	12%	-4%	-1%	u	u	i
O=C(Nc1nc(OCC(F)(F)F)cnc1/C=C\c1ccccc1)c1ccsc1	-27%	4%	0.3%	x	7%	8%	x	x	i
c1ccc(N/N=C(\Cc2nc3ccccc3[nH]2)c2ccccc2)cc1	-8%	-4%	11%	-25%	-46%	47%[activator]	3%	u	i
CC1CC(Nc2ccccc2)c2ccccc2N1C(=O)c1ccco1 (stereo not drawn)	-60%	-4%	0.2%	1%	u	-5%	10%	u	i
CCCSc1nc2c(cnn2-c2ccc(F)cc2)c(=O)[nH]1	4%	12%	-0.1%	-2%	12%	-6%	-25%	4%	i
Cc1ccc(NS(=O)(=O)c2ccc3oc(=O)c4ncn(C)c4c3c2)cc1C	-27%	x	-0.5%	7%	-15%	-4%	1%	x	i
COc1ccc(-n2ncc3c(NCC4CCCO4)ncnc32)cc1 (stereo not drawn)	-17%	-12%	-0.1%	12%	10%	23%	u	u	i
